Screening data deposited in PubChem by National Center for Advancing Translational Sciences (NCATS).
KB-3-1 tox: KB-3-1 parental cell cytotoxicity; hit rate 1.4% among 400,000; KB-3-1 viability, CellTiter-Glo ATP luminescence, 72 h; Potency, µM (top dose mostly 46.1 µM), without a hit: at the highest dose activity change, negative = cytotoxic, actives largely listed as cytotoxic; AID 1347075; further: potency means the concentration at half of the fitted maximal effect; on the % scale 0 is the no-effect control and ±100 the full control effect; nearly all actives have a fitted effect of over 60% in size
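Screening of KB-3-1 cells (DMEM, 10% FBS, phenol-red free) ran from lowest to highest compound concentration; after 72 h at 37 °C viability was read luminescently and curves fitted.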
HT1080 IDH1KD tx: HT-1080 IDH1 knockdown cell toxicity (counter line); HT-1080 IDH1 knockdown viability, ATP luminescence, 48 h; Potency, µM (doses to about 46.1 µM), inactives show at the highest dose activity, negative = toxicity, actives largely listed as cytotoxic; hit rate 2% among 360,000;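 further: potency means the concentration at half of the fitted maximal effect; 0% = DMSO wells and -100% = cell-free medium wells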
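HT-1080-IDH1KD cells (IDH1 knocked down), 750/well in RPMI with 5% FBS, treated with compound 48 h at 37 degrees C. Viability by CellTiter-Glo luminescence, normalised to DMSO and no-cell wells; concentration-response curves classed.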
HT1080-NT tox: kills 2HG-producing HT-1080-NT fibrosarcoma cells; Potency, µM (top dose mostly 46.1 µM), inactives show top-dose activity, negative = less viability, hits mostly cytotoxic; hit rate 1.6% among 360,000; AID 686970; HT-1080-NT fibrosarcoma viability, CellTiter-Glo ATP luminescence, 48 h;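 further: NT is the 2HG producing partner of a matched IDH1 knockdown line; potency means the concentration at half of the fitted maximal effect; 0% = DMSO-treated cells and -100% = media-only wells without cells; nearly all actives have a fitted effect of over 55% in size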
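Luminescent CellTiter-Glo readout after 48 hours of compound exposure at 37 degrees C defined viability of HT-1080-NT cells. Activity was normalized to DMSO wells and cell-free media wells; concentration-response curves were fitted and assigned curve classes.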
KB-V1 cytotox: kills drug-selected multidrug resistant KB-V1 cells; hit rate 3.4% among 400,000; Potency, µM (highest dose often 46.1 µM), for the others: top-dose activity change, negative = cytotoxicity, actives largely listed as cytotoxic; KB-V1 MDR cells viability, CellTiter-Glo, 72 h; AID 1347076; further: potency means the concentration at half of the fitted maximal effect; on the % scale 0 is the no-effect control and ±100 the full control effect; nearly all actives have a fitted effect of over 60% in size
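KB-V1, DMEM (no phenol red) + 10% FBS; cpd pin-transferred, titration series; 72 h, 37 degrees C; CellTiter-Glo, luminescence. Data normalized, curve-fit.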
HEK293 tox: cytotoxicity counter-screen for GLP-1 receptor inverse agonists; HEK293 cAMP-luciferase reporter cells, luminescence, 24 h; Potency, µM (top dose mostly 38.3 µM), without a hit: at the top dose activity change, negative = inhibition, hits mostly inhibitors; hit rate 0.13% among 410,000; AID 624418;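 further: loss of luciferase light is scored as toxicity; potency means the concentration at half of the fitted maximal effect; on the % scale 0 is the no-effect control and ±100 the full control effect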
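A 23 nL compound transfer followed 12 hours of cell culture at 37 deg C; exposure then lasted 24 hr. Luciferase assay detection reagent was dispensed and plates read for luminescence after a 12 min room-temperature wait.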
D3 ag: D3 dopamine receptor (human) agonism; P35462; D3R DiscoveRx beta-arrestin cells, luminescence, 90 min; max activation, %; hit rate 0.58% among 410,000; in the data active means max activation above about 30%; further: 0% is about no effect; mostly tested at two doses, the higher about 12 µM
Target sequence (P35462 whole entry, looked up): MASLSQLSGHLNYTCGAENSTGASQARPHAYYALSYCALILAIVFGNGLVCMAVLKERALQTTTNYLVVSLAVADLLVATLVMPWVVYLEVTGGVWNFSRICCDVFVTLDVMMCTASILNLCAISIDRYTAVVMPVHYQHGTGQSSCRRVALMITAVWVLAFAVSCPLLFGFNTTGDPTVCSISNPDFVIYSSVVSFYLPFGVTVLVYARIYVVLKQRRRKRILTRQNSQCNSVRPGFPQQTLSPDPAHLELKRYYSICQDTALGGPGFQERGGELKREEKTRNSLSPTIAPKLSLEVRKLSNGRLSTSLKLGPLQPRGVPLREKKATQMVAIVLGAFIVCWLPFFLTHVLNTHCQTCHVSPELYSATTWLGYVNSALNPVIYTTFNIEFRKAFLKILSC
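Agonist mode: compounds and dopamine controls were applied to plated cells for 90 min at 37 degrees C after an overnight attachment at 1500 cells/well. Luminescent read-out followed 30 - 60 minutes at room temperature with DiscoveRx detection reagent.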
MCF10A rerep: DNA re-replication induction in MCF 10a cells; MCF 10A DNA re-replication, Hoechst nuclear intensity, 48 h; Potency, µM (highest dose often 46.1 µM), for inactives: at the highest dose activity, positive = re-replication, most hits filed as activators; hit rate 2.9% among 350,000; AID 624296; further: potency means the concentration at half of the fitted maximal effect; % of control where 0% means no effect; nearly all actives have a fitted effect of over 50% in size
SW480 rereplic: inducers of DNA re-replication in SW480 colon cancer cells; Potency, µM (series often up to 46.1 µM), inactives show at the highest dose re-replication activation, most hits filed as activators; hit rate 1.8% among 340,000; AID 624297; SW480 DNA re-replication, Hoechst DNA content imaging, 48 h; further: potency means the concentration at half of the fitted maximal effect; % of control where 0% means no effect; nearly all actives have a fitted effect of over 55% in size
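Readout is total intensity of Hoechst-stained nuclei, excited at 405 nm and collected at 500-530 nm. Compound treatment lasted 48 hr at 37 C in 5% CO2 before staining.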
IL1B secr inh: inflammasome signaling inhibition, IL-1 beta readout. THP-1 LPS/ATP IL-1B secretion, AlphaLISA, 16 h; active compounds read low. activity change, % at 57.5 µM. hit rate 4.7% among 360,000. AID 743279; in the data active means activity change below about -50%; inconclusive means mostly about -30% to -49%; further: on the % scale 0 is the no-effect control and ±100 the full control effect
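THP-1 cells pretreated 1 hr with compounds (up to 57.5 uM final), then stimulated with LPS (250 ng/mL final) plus ATP (1.25 mM final); secreted IL-1B measured by AlphaLISA after 16 hr, decreased signal indicating inhibition.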
* = called active by the depositor; ? = inconclusive; . = not tested or not shown; & = joins results of further samples; [ ] = remark or other dose. Unless noted, the call rests on the fitted dose curve; in most records, active means well fitted curve in the direction sought with a large enough effect; inconclusive means small, poorly fitted or top-dose-only effect, or another doubt; inactive means no such curve, though single readings can be large; an effect the other way counts as inactive or inconclusive.

Below each compound: HT1080-NT tox	D3 ag	KB-3-1 tox	HEK293 tox	MCF10A rerep	HT1080 IDH1KD tx	KB-V1 cytotox	IL1B secr inh	SW480 rereplic
Cc1cccc(NC(=O)C2CC(=O)N(c3ccccc3)C2)c1C (stereo not given)
→ 2%	4	11%	21%	3%	1%	?	-17	-1%
COc1ccccc1C(C)NS(=O)(=O)c1ccc(Cl)nc1 (stereo not given)
→ 4%	1	2%	9%	2%	-1%	-11%	7	-1%
O=C(NCCN1CCOCC1)c1cc(-c2cccc(Cl)c2)on1
→ 4%	-9	-4%	0%	0%	0%	-9%	9	5%
CCc1ccc(NC(=S)N(Cc2ccc(Cl)cc2)Cc2ccc(C(=O)O)cc2)cc1
→ -9%	1	-4%	7%	16%	-15%	-11%	-16	-3%
COc1ccc(C(C)C)cc1S(=O)(=O)N1CCN(c2ccccc2)CC1
→ -15%	-9	?	0%	?	-3%	?	0	-52%[inhibitor]
CC(=O)OC(C(=O)Nc1ccccc1)C(C)S(=O)(=O)c1ccccc1 (stereo not given)
→ 4%	-4	?	-26%	5%	-8%	-8%	10	-4%
COc1ccc(-c2cc(C(=O)Nc3ccc(C#N)cc3)no2)cc1
→ .	7	-5%	9%	.	.	?	.	.
CC(C)NC(=O)CN(C(=O)CCC(=O)Nc1nccs1)c1ccc(C(C)C)cc1
→ -2%	-5	0%	7%	5%	2%	-1%	?	-22%
Cc1cccc(N2CCN(C(=S)NCc3ccco3)CC2)c1C
→ -8%	8	-20%	4%	18%	-14%	0%	-28	1%
O=S(=O)(NCc1nnc2c(C(F)(F)F)cc(Cl)cn12)c1ccccc1
→ 1%	2	0%	4%	-4%	1%	?	7	-17%
CC(C)c1csc(CN2CCN(Cc3ccc(F)cc3)C(CCO)C2)n1 (stereo not given)
→ -16%	-18	?	3%	20%	-11%	?	0	11%
Cc1ccc(CNC(=O)CSc2nc3ccccc3nc2Cc2ccc(C)cc2)cc1
→ .	-6	0%	-1%	.	.	-10%	.	.
NC(=O)Cn1cc(/C=N\NS(=O)(=O)c2ccc(Cl)cc2)c2ccccc21
→ -11%	2	-3%	-20%	5%	-16%	16%	1	1%
CCOc1ccc2nc(NC(=O)CN3C(=O)C4CCCCC4C3=O)sc2c1 (stereo not given)
→ -4%	-4	9%	-5%	-3%	-15%	0%	-8	-41%[inhibitor]
O=C(NS(=O)(=O)c1ccccc1)c1ccccc1
→ 7%	0	6%	6%	0%	3%	4%	0	-27%
CCOc1ccc(/C=C/C(=O)N(C)CC(=O)Nc2cccc(F)c2)cc1OCC
→ ?	-2	-7%	2%	-1%	-30%	17%	25	-13%
CCCCSc1nc2sc3c(c2c(=O)n1-c1ccc(OC)cc1)CCN(C)C3
→ -29%	-9	-28%	1%	?	-26%	?	-8	?
O=C(CC1C(=O)NCCN1C(=O)Nc1ccc(F)cc1F)Nc1cc(Cl)ccc1Cl (stereo not given)
→ -17%	-10	32%	-19%	14%	-25%	0%	.	-2%
C=CCn1c(SCC(=O)NCC2CCCO2)nnc1C1CCCCC1 (stereo not given)
→ 16%	0	-2%	2%	0%	11%	15%	56	0%
CC(C)(C)c1nnc(SCC(=O)Nc2ccc(N3CCCCC3)cc2)n1N
→ -9%	6	0%	-3%	?	-1%	5%	3	-5%
CCOC(=O)N1CCN(CC(=O)Nc2ccc(C)c(Br)c2)CC1
→ 7%	-1	0%	6%	1%	6%	-4%	10	1%
O=C(Nc1ccc([N+](=O)[O-])cn1)c1cc(-c2cccc(Cl)c2)nc2ccccc12
→ 7%	1	?	15%	12%	11%	-19%	0	.
COc1ccc(O)c(/C=N/NC(=O)CCC(=O)Nc2ccc(F)cc2)c1
→ -18%	0	5%	-1%	24%	-24%	4%	64	-3%
O=C(CN1CCN(Cc2ccccc2)CC1)N/N=C\C=C/c1ccco1
→ -5%	-13	-1%	-6%	-3%	-1%	-4%	-11	-2%
Cc1ccc(S(=O)(=O)N(CC(=O)N2CCOCC2)c2ccccc2F)cc1
→ 12%	12	-2%	-2%	1%	0%	1%	-2	7%
Cn1nc(C(=O)NNC(=O)C(CCC(N)=O)NS(=O)(=O)c2ccc(Cl)cc2)c2ccccc2c1=O (stereo not given)
→ 10%	8	8%	3%	-3%	3%	0%	2	1%
CC(=O)c1sc2nc(CSc3nncn3C)[nH]c(=O)c2c1C
→ 0%	0	-1%	3%	-4%	5%	5%	-2	-3%
COc1ccc(C(C(=O)NC2CCCCC2)N(C(=O)c2sc(C)nc2C)c2ccc(OC)cc2)cc1 (stereo not given)
→ 3%	-3	-16%	-4%	-3%	-4%	?	5	-3%
c1ccc(Cn2cc(CN3CCCO3)c(-c3ccc4c(c3)OCO4)n2)cc1
→ 1%	1	3%	-3%	4%	11%	6%	-16	1%
Clc1cccc(Cl)c1CON/C=N/c1ncnc2sccc12
→ ?	8	-24%	-2%	?	-15%	-16%	17	-4%
CC(=O)Nc1ccc(Oc2ccc(-c3noc(C)n3)cc2)cc1
→ 4%	7	9%	1%	0%	4%	16%	-16	-6%
Clc1ccc(-c2nc3c4ccccc4ccn3c2CC2CCCCC2)cc1
→ 2%	3	4%	6%	.	7%	-13%	69	.
COc1ccc(C(=O)NCc2nnc(SCC(=O)Nc3ccc(C)cc3)n2-c2ccccc2)cc1
→ .	-13	2%	0%	.	.	16%	.	.
O=C(C1CCN(S(=O)(=O)c2c(Cl)cccc2Cl)CC1)N1CCCC1
→ -4%	-9	-2%	5%	9%	-11%	-11%	14	?
CCC(=O)N1CCc2cc(Br)cc(S(=O)(=O)CCC(=O)Nc3ccc(CC)cc3)c21
→ .	7	-3%	2%	.	.	0%	.	.
CCc1ccc2c(c1)NC(c1cccnc1)=NC(c1ccc(C(C)(C)C)cc1)=N2
→ .	-18	-21%	-20%	.	.	?	.	.
Cc1nc(NC(=O)c2ccc([N+](=O)[O-])cc2Cl)sc1C(=O)N(C)C
→ 15%	2	19%	-11%	0%	12%	-5%	0	2%
COc1ccc(/C=N/Nc2nc(-c3ccc(Cl)cc3)cc(C(F)(F)F)n2)c(OC)c1
→ 7%	2	0%	-8%	-8%	4%	28%	9	-9%
COc1ccc(CN2CCNC(=O)C2CC(=O)N(C)Cc2ccon2)cc1OC (stereo not given)
→ 6%	-3	0%	4%	-5%	1%	?	-4	5%
O=C(NCC(c1ccco1)N1CCN(c2ccc(F)cc2)CC1)OCc1ccccc1 (stereo not given)
→ -20%	-13	-19%	14%	24%	?	?	?	4%
Cc1cc([N+](=O)[O-])ccc1NC(=O)Nc1ccc(F)cc1F
→ 16%	-19	?	-5%	?	14%	15µM*	-82*	10%
Cc1ccc(C(O)c2ncc(-c3ccccc3Cl)[nH]2)cc1 (stereo not given)
→ 17%	-4	0%	-9%	.	10%	6%	9	.
CN(Cc1ccccc1)C(=O)C1CCN(Cc2cc3ccccc3n2Cc2ccccc2)CC1
→ .	-10	?	0%	.	.	-10%	.	.
COc1ccc(Cl)cc1S(=O)(=O)N1CCCC1
→ -4%	6	0%	6%	40%	0%	9%	10	-5%
O=C(COC(=O)COc1ccccc1)Nc1ccc(Cl)cn1
→ 7%[9.24 µM]	6	10%	-12%	1%	7%	24%	14	-14%
N/C(=N\OC(=O)N1c2ccccc2Sc2ccccc21)c1ccc(Br)cc1
→ -14%	5	?	-3%	5.2µM*	-22%	-29%	3	?
CCOc1ccc(CNS(=O)(=O)c2ccc(-c3ccc(=O)[nH]n3)o2)cc1OC
→ 9%	0	-15%	-4%	-2%	8%	?	12	-15%
O=C(NCCOCC(F)(F)C(F)F)c1cc(F)c(F)cc1Cl
→ 14%	3	6%	-14%	-1%	0%	?	14	3%
CCOC(=O)c1cc2c(=O)n3cccc(C)c3nc2n(Cc2ccco2)c1=NC(=O)c1cccnc1
→ 16%	-1	22%	419%[activator]	5%	10%	6%	-13	?
CCOc1ccc(-n2c(=S)sc3c(=O)[nH]c(SCC(=O)NCC4CCCO4)nc32)cc1 (stereo not given)
→ -3%	-16	10%	9%	5%&-16%	-4%	-1%	5	0%&-13%

3 entries already listed, sorted by length of the SMILES, largest number first:
Below each compound: HT1080-NT tox	D3 ag	KB-3-1 tox	HEK293 tox	MCF10A rerep	HT1080 IDH1KD tx	KB-V1 cytotox	IL1B secr inh	SW480 rereplic
CCOC(=O)c1cc2c(=O)n3cccc(C)c3nc2n(Cc2ccco2)c1=NC(=O)c1cccnc1
→ 16%	-1	22%	419%[activator]	5%	10%	6%	-13	?
CCOc1ccc(CNS(=O)(=O)c2ccc(-c3ccc(=O)[nH]n3)o2)cc1OC
→ 9%	0	-15%	-4%	-2%	8%	?	12	-15%
O=C(COC(=O)COc1ccccc1)Nc1ccc(Cl)cn1
→ 7%[9.24 µM]	6	10%	-12%	1%	7%	24%	14	-14%

Other records.
Below each compound: HT1080-NT tox	D3 ag	KB-3-1 tox	HEK293 tox	MCF10A rerep	HT1080 IDH1KD tx	KB-V1 cytotox	IL1B secr inh	SW480 rereplic
COc1ccc(-n2c(SCC(N)=O)nc3nc4c(cc3c2=O)COC(C)(C)C4)cc1
→ 7%	8	16%	3%	-3%	19%	?	3	-8%
Cn1c(=O)c(=O)n(C)c2cc(S(=O)(=O)CCC(=O)Nc3ccccc3C(F)(F)F)ccc21
→ -6%	-11	0%	-1%	.	-13%	?	-1	.
O=C(Cc1cccc(NC(=O)C2CCCN(C(=O)C3CCC3)C2)c1)Nc1cccc(C(=O)N2CCCCC2)c1 (stereo not given)
→ -1%	0	13%	-8%	2%	12%	0%	6	7%
CC1CC(=O)C2=C(C1)Nc1ncnn1C2c1ccccc1 (stereo not given)
→ -15%	14	13%	2%	-3%	10%	5%	10	-9%
CCOc1ccc(NC(=O)CCC(=O)Nc2cc(OC)c(NC(=O)c3ccco3)cc2OC)cc1
→ -19%	17	9%	5%	-2%	-5%	3%	4	-13%
Cc1ccc(C)c2c1[nH]c1ccccc12
→ -24%	4	0%	-8%	?	-18%	0%	15	9%
